HCT116 PTEN-null: PTEN-deleted cell growth suppression | HCT116 PTEN-null viability, CellTiter-Glo, 60 h; active compounds read low | viability, % at 10 µM | actives 1.2% (n = 140,000);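 active = viability at or below a set limit, 4 SD under the median of all tested compounds, cut at about 3.7% in these data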;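 also: PTEN knockout HCT116 line with beta catenin targeted HCT116 as companion control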
Measles CPE: protection of cells from measles virus; Measles virus-infected cells, CPE protection, absorbance; protection (pct of control), % at 4 µM; actives 1.5% (n = 140,000); AID 841; in the data active = protection mostly above about 24%, no sharp cut-off; inactive = mostly below about 26%; also: some compounds called inactive have numbers as strong as hits
GALR2 blocker: GALR2 (human) receptor antagonism. actives 0.39% (n = 140,000). inhibition, % at 4 µM. GALR2-expressing cells, antagonist mode. O43603. AID 828; in the data active = inhibition above about 27%;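 also: cells stimulated with galanin 1-16 at roughly its EC80; 0% = agonist challenge control and 100% = basal control without agonist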
Target sequence (O43603 whole entry, looked up): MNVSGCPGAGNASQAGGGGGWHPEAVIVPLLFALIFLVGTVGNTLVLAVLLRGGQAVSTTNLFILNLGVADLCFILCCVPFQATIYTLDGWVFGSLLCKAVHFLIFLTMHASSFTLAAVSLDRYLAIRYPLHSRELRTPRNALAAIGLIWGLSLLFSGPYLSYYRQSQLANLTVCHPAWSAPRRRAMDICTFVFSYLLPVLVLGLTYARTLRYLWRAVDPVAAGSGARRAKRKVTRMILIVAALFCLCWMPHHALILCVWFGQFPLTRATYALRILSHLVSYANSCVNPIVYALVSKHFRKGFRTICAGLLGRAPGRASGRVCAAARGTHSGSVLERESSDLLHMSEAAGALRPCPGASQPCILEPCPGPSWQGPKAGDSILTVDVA
Phagocyt inh: blocks phagocytosis by macrophages; AID 1029; inhibition, % at 5 µM; J774A.1 macrophage IgG-bead phagocytosis, imaging; actives 0.07% (n = 110,000);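 active = inhibition above the mean of the plate negative controls plus 5 SD, cut at about 13% in these data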;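 also: phagocytic index as fraction of beads internalized from green versus red external bead signal; plate controls were DMSO negative control for no effect and cytochalasin-D positive control for full effect; some results beyond the cut were filed as inactive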
Yeast growth inh: chemicals that inhibit yeast BB579 growth in restrictive medium (lifespan-shortening candidates); actives 0.51% (n = 140,000); AID 804; S. cerevisiae BB579 growth, OD615, 48 h; inhibition, % at 10 µM;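 active = inhibition above a set limit, 3 SD over the mean compound inhibition, cut at about 44% in these data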; also: inactives centre near -24
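System: DeaD yeast strain BB579; buffer or medium: CSMM-D dextrose restrictive medium; technique: OD at 615 nm; schedule: 4 h cell preincubation, 48 h compound exposure, 30 °C humidified; doses: single 10 µM dose; controls: amphotericin B 10 µg/mL, positive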
bCat KO growth: beta-catenin-lacking colon tumor cell growth suppression; HCT116 beta-catenin knockout viability, CellTiter-Glo, 60 h; active compounds read low; viability, % at 10 µM; actives 1.5% (n = 140,000); AID 818;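 active = viability at or under a set limit, the compound median less 4 SD, cut at about 6% in these data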;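 also: 0% = Hyamine 1622 control at 20 µM and 100% = untreated cell control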
Yeast lifespan up: yeast lifespan extension. S. cerevisiae growth with nicotinamide, OD615; deaD strain in restrictive glucose medium. inhibition of the nicotinamide effect, % at 10 µM. actives 0.68% (n = 130,000). AID 775;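 active = inhibition above a set limit, placed 3 SD over the median of all compounds, cut at about 26% in these data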;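 also: 0% = nicotinamide-treated wells and 100% = cells grown without nicotinamide; some compounds called inactive have numbers as strong as hits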
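System: DeaD-strain S. cerevisiae / Buffer or medium: CSMM-D, restrictive glucose (dextrose) synthetic minimal medium / Probe or stimulus: nicotinamide, 1.5 mM, co-present with compound / Compound: one concentration, 10 µM, DMSO 0.25% / Incubation: 48 h compound exposure at 30 °C, humidified / Technique: optical density (absorbance) at 615 nm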
E-sel TNF inh: blocks E-selectin expression induced by TNF alpha; HUVEC TNFa-induced E-selectin immunofluorescence, high content; inhibition, % at 2 µM; actives 0.71% (n = 120,000);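 active = inhibition above the batch mean plus 3 SD, and confirmed as a hit on visual image review, cut at about 43% in these data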;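 also: 0% = TNF-stimulated DMSO wells and 100% = unstimulated control wells; not every result past the cut was called active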
NPY Y2 blocker: NPY-Y2 (human) receptor antagonism | NPY-Y2 expressing cells, antagonist mode | AID 793 | actives 0.99% (n = 140,000) | P49146 | inhibition, % at 2.7 µM; in the data active = inhibition above about 17%;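 also: 0% = vehicle with agonist challenge and 100% = reference antagonist with challenge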
Target sequence (P49146 whole entry, looked up): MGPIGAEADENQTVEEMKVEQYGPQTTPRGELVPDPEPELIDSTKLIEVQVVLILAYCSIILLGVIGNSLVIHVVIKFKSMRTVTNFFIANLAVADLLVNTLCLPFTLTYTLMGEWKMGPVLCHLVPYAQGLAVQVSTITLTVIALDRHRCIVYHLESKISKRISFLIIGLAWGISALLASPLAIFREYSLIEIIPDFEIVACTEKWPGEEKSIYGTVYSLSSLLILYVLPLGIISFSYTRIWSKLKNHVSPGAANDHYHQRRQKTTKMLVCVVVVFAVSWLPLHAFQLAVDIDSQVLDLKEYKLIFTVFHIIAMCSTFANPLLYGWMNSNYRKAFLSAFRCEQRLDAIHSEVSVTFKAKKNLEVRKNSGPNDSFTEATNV
MRP1 act: activates MRP-1; viability increase, % at 10 µM; AID 799; actives 0.61% (n = 140,000); H69AR cells + doxorubicin, viability rescue, CellTiter-Glo;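 active = viability gain under doxorubicin at or above a set limit, the compound median plus 3 SD, cut at about 4.7% in these data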;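 also: MRP-1 overexpressing cells given doxorubicin 25 µM after compound pretreatment; 18-22 h compound pretreatment then 72 h with doxorubicin before readout; 0% = doxorubicin-only wells and 100% = vehicle-treated cells without doxorubicin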
An asterisk follows results filed as active; . = no result given.

no. | SMILES | HCT116 PTEN-null | Measles CPE | GALR2 blocker | Phagocyt inh | Yeast growth inh | bCat KO growth | Yeast lifespan up | E-sel TNF inh | NPY Y2 blocker | MRP1 act
1 | Cc1ccc(-n2c(-c3nn(C)cc3Cl)n[nH]c2=S)cc1 | 104 | 4 | 0 | -4 | -39 | 99 | 1 | . | 0 | -0.5
2 | CN(C)CCC#CC(O)(c1ccccc1)c1ccccc1 | 103 | 31 | 4 | -9 | 14 | 98 | 7 | . | 1 | -2.1
3 | COC(=O)c1cccc(Cn2c(Cl)c(/C=N/NC(=O)c3ccccc3Cl)sc2=O)c1 | 78 | 5 | 5 | -2 | -39 | 90 | -13 | 5 | 3 | -3.4
4 | CCC(CC)NC(=O)Cc1ccccc1[N+](=O)[O-] | 88 | 1 | 13 | 0 | -57 | 83 | -18 | 16 | 3 | -1.5
5 | CCOC(=O)c1nn(-c2ccccc2F)c2nc(-c3ccco3)c(C#N)c(=O)n12 | 87 | 5 | -1 | -4 | -39 | 83 | 1 | 1 | 8 | -1.5
6 | CCOC(=O)c1ccc(NC(=O)C2(c3ccccc3)CCOCC2)cc1 | 88 | 5 | -8 | . | -20 | 76 | . | 12 | 1 | -0.7
7 | CCc1ccc(C2CC(=O)N3CN(c4ccccc4)CSC3=C2C#N)cc1 (stereo not given) | 93 | 2 | -14 | . | -43 | 94 | -7 | 11 | 3 | -3.6
8 | Cc1ccc2nc3c(c(N)c2c1)CCN3c1ccccc1 | 79 | 5 | 11 | -1 | 9 | 86 | -4 | . | 0 | -1.4
9 | CCN(CC)c1ccc(N2C(=O)/C(=C/c3cccnc3)SC2=S)cc1 | 96 | 7 | 2 | . | -43 | 93 | -8 | -12 | -1 | -2.4
10 | CCOC(=O)c1sc2cc([N+](=O)[O-])cc(SCCO)c2c1N | 99 | 15 | 1 | -10 | -2 | 95 | -4 | -9 | -1 | -0.8
11 | Cc1ccc(NC(=O)c2ccccc2)cc1OC(=O)c1ccccc1 | 88 | 17 | -10 | . | -73 | 102 | -8 | -11 | 4 | -0.5
12 | Oc1[nH]c(=S)sc1/C=C1\C(c2ccccc2)=Nc2ccccc21 | 70 | 17 | 0 | -7 | -13 | 81 | 5 | 4 | 2 | -4.2
13 | COc1ccc(-n2c(Cc3cccn3C)nnc2SCC(=O)NCc2ccc(F)cc2)cc1 | 99 | 33 | 1 | 0 | -38 | 87 | -5 | -7 | 1 | -2.4
14 | O=C(Cc1ccc(F)cc1)Oc1ccc(C(=S)N2CCCC2)cc1 | 101 | 21 | -1 | -5 | -32 | 95 | 4 | . | 1 | -0.6
15 | O=C(O)Cn1c(SCCOc2ccccc2)nc2ccccc21 | 92 | 4 | 10 | 0 | 3 | 102 | -27 | -10 | 1 | -0.8
16 | CNC(=O)NC1CCCCc2sccc21 (stereo not given) | 99 | 11 | -15 | 1 | -35 | 102 | 2 | 12 | 5 | 0.1
17 | O=C(CC12CC3CC(CC(C3)C1)C2)Nc1ccc2c(c1)COC2=O | 64 | 4 | 8 | -3 | -42 | 77 | -4 | 1 | 11 | -4.5
18 | Cc1c(C(=O)OC(C)C)sc(N)c1C(=O)OC(C)C | 84 | 6 | 8 | -7 | -27 | 84 | -4 | . | 6 | 5.4*
19 | CC1=CC=CC2=NC(=O)CC(C)(C(=O)N(CC(=O)NC3CCCC3)c3ccccc3C)N12 (stereo not given) | 104 | 28 | -11 | 2 | -13 | 97 | -2 | -16 | 1 | 1.3
20 | CCOC(=O)CCC(=O)N1CCOCCOCCN(C(=O)CCC(=O)OCC)CCOCC1 | 97 | 3 | 2 | 0 | -52 | 88 | -7 | 6 | -1 | -1.1

New compounds follow:
no. | SMILES | HCT116 PTEN-null | Measles CPE | GALR2 blocker | Phagocyt inh | Yeast growth inh | bCat KO growth | Yeast lifespan up | E-sel TNF inh | NPY Y2 blocker | MRP1 act
21 | O=C1Nc2ccccc2C12NCCc1c2[nH]c2ccccc12 (stereo not given) | 80 | 3 | 9 | 1 | -14 | 113 | -18 | 2 | -2 | -1.4
22 | CCSc1nc2ccccc2n1S(=O)(=O)c1ccccc1 | 99 | 14 | 0 | 0 | 46* | 91 | -11 | . | 2 | -1.1
23 | c1ccc(NCc2nc3ccccc3n2CCOc2ccccc2)cc1 | 68 | 8 | -4 | -16 | -23 | 74 | 41* | . | 2 | -1.1
24 | Cc1ccc(CN2C(=O)CCC2C(=O)NCc2ccc(F)cc2)cc1 (stereo not given) | 101 | 14 | -9 | 0 | -49 | 89 | -13 | -1 | 1 | 0.1
25 | Cc1ccc(CNC(=O)[C@H]2C[C@@H]2[C@H](NP(=O)(c2ccccc2)c2ccccc2)c2ccccc2)o1 | 71 | 10 | 7 | . | -8 | 75 | 0 | 31 | 0 | -1.3
26 | CCOC(=O)c1ccc(-c2ccc(/C=C(\C#N)C(=O)NCC3CCCO3)o2)cc1 (stereo not given) | 81 | 5 | -6 | . | -20 | 81 | -9 | 35 | 6 | -1.6
27 | O=c1c2cccnc2[nH]c(=S)n1Cc1ccccc1 | 88 | 20 | -4 | -6 | -23 | 95 | 1 | . | 4 | -1.6
28 | COc1ccc(N2CCN(C(=O)CCc3nc(-c4ccc(C)cc4)no3)CC2)cc1 | 98 | 10 | 1 | 0 | -36 | 94 | -4 | 3 | 4 | -3.3
29 | Cc1ccc(-c2csc(NC(=O)c3cccc(S(=O)(=O)N4CCN(C)CC4)c3)n2)cc1 | 35 | 6 | 8 | 0 | -22 | 29 | -15 | -29 | 1 | .
30 | CCCS(=O)(=O)N1CCC(C(=O)c2cccc(C(F)(F)F)c2)CC1 | 85 | 24 | 8 | -2 | -12 | 92 | -9 | . | 3 | -0.8
31 | CCNC(=O)Nn1c(-c2ccccc2)nc2ccccc2c1=O | 92 | 11 | -7 | -2 | -28 | 90 | -9 | -6 | 1 | -5.0
32 | CCCCN(CC)S(=O)(=O)N1CCC(C(=O)NCc2ccc(F)cc2)CC1 | 75 | 3 | -11 | -1 | -23 | 74 | -9 | 40 | 5 | -1.0
33 | O=C(NCc1ccco1)c1cc(-c2ccc(Cl)cc2)on1 | 87 | 1 | -13 | -1 | -14 | 89 | -6 | . | 1 | 0.2
34 | COc1ccc(-n2cnnc2SCC(=O)c2cc(C)n(Cc3cccs3)c2C)cc1 | 95 | 2 | -6 | 0 | -32 | 89 | 4 | 7 | 4 | 0.3
35 | CCOC(=O)c1c(NC(=O)c2ccc(-n3cnnn3)cc2)sc2c1CCCC2 | 5 | 3 | 0 | -10 | -17 | 3.4* | 0 | 7 | 1 | -4.0
36 | O=C(NCc1ccccc1)NC(=O)c1ccncc1 | 95 | 5 | -2 | -2 | -15 | 99 | -1 | -5 | 0 | -2.1
37 | CCCCC(=O)Nc1ccc(NC(=S)NC(=O)c2cccs2)cc1OC | 88 | 8 | -7 | -1 | -8 | 87 | 2 | . | 0 | -3.5
38 | Cc1cccc(-n2nc([N+](=O)[O-])c(=NCc3cccnc3)n2O)c1 | 75 | 5 | -4 | . | -17 | 82 | -28 | -51 | 3 | -7.1
39 | O=C(CN1C2CCC1CC(NC(=O)NC1CCCCC1)C2)NC1CC1 (stereo not given) | 89 | 7 | 3 | 0 | -19 | 87 | 0 | -18 | -1 | -0.6
40 | CCCc1cc(C(=O)Nc2ccc(F)cc2F)no1 | 114 | 5 | 1 | 1 | -22 | 97 | -12 | . | 3 | 1.7

Next part:
no. | SMILES | HCT116 PTEN-null | Measles CPE | GALR2 blocker | Phagocyt inh | Yeast growth inh | bCat KO growth | Yeast lifespan up | E-sel TNF inh | NPY Y2 blocker | MRP1 act
41 | CCOc1ccc(NC(=O)c2ccc(F)c(S(=O)(=O)N3CCN(c4ccccn4)CC3)c2)cc1 | 64 | 1 | -7 | -3 | -22 | 68 | -7 | . | 2 | -0.5
42 | COCCn1c(NCc2ccccc2)nc2c1c(=O)[nH]c(=O)n2C | 100 | 13 | -4 | -1 | -57 | 103 | 7 | 8 | 3 | 1.2
43 | CCCCc1ccc(S(=O)(=O)NCCc2ccncc2)cc1 | 71 | 3 | 3 | -2 | 0 | 69 | -10 | 6 | 4 | -1.6
44 | CCOC(=O)c1c(NC(=O)c2cccnc2)sc(C(C)=O)c1C | 83 | 19 | -14 | -5 | -31 | 81 | -7 | -45 | 0 | -2.9
45 | Cc1cccc(CSCCNC(=O)COc2ccc(Cl)cc2)c1 | 90 | 10 | -17 | 2 | -29 | 92 | 0 | . | 22* | -1.4
46 | COc1ccccc1NC(=S)NC1CCC(CC2CCC(NC(=S)Nc3ccccc3OC)CC2)CC1 (stereo not given) | 80 | 28 | -1 | 4 | -11 | 65 | -2 | 18 | 0 | -3.8
47 | Cc1ccc(CS/C(Nc2ccccc2C)=C(\C#N)C(N)=O)c(C)c1 | 70 | 29 | -6 | 4 | -29 | 74 | -1 | . | 5 | -2.7
48 | COc1cc(/C=N\NC(=O)c2nonc2N)c(OC)cc1Br | 16 | 5 | 2 | -3 | -31 | 15 | 6 | 13 | 2 | -0.7
49 | O=C(Nc1ccc2c(c1)OCO2)C1COc2ccccc2O1 (stereo not given) | 88 | 4 | 8 | 0 | -27 | 93 | -29 | 8 | 3 | -2.9
50 | O=C1NC2(CCCCCC2)C(=O)N1Cc1ccc([N+](=O)[O-])cc1 | 82 | 32 | 6 | -9 | -18 | 88 | 2 | . | 2 | 0.7
51 | Cc1ccc(C(=O)c2ccccc2C(=O)OCC(=O)NCCc2ccccc2)cc1 | 83 | 23 | -5 | -7 | -32 | 88 | 15 | . | 2 | -0.2
52 | CCCNC(=O)CC(NS(=O)(=O)c1ccc(Cl)cc1)c1ccco1 (stereo not given) | 87 | 3 | -5 | . | -22 | 85 | -3 | 26 | 2 | -1.5
53 | Cc1sc(NC(=O)CSc2nnnn2C2CCCCC2)c(C#N)c1C | 100 | 15 | 7 | 2 | -20 | 98 | -3 | 19 | 1 | -1.1
54 | COc1nc(N)c(S(=O)(=O)c2ccc(C)cc2)cc1C#N | 84 | 3 | 6 | 0 | -2 | 97 | -12 | 17 | 2 | -0.4
55 | CCCS(=O)(=O)N1CCC(C(=O)NCc2cccnc2)CC1 | 114 | 24 | -4 | 0 | -17 | 100 | -7 | . | -2 | 0.5
56 | COc1ccc(-n2ncc3c(=O)n(CC(=O)N4CCCc5ccccc54)cnc32)cc1 | 62 | 7 | 1 | 1 | -9 | 57 | -10 | 5 | 0 | 1.6
57 | COC(=O)c1c(NC(=O)CCC(=O)O)sc2c1CCCCC2 | 93 | 11 | 3 | -2 | -3 | 88 | -5 | -20 | 6 | -0.6
58 | CCc1nnc(NC(=O)CCN(c2cc(C)cc(C)c2)S(=O)(=O)c2ccc(Cl)cc2)s1 | 64 | 4 | -2 | -8 | -18 | 75 | 8 | . | 1 | -2.2
59 | CC1CCCCC1n1c(=S)[nH]c2ccccc2c1=O (stereo not given) | 87 | 20 | -1 | -2 | -8 | 82 | -1 | . | 0 | -4.8
60 | Cc1ccccc1[C@@H]1C(C#N)=C(N)S[C@H]1C(=O)c1ccccc1 | 87 | 24 | 2 | 0 | -47 | 82 | -5 | 7 | -1 | -0.8
61 | CC(C)C(NC(=O)CN(c1cccc(F)c1)S(C)(=O)=O)C(C)C | 92 | 8 | -2 | . | -27 | 85 | . | 4 | 3 | -2.2
